Compound activity: PubChem, several laboratories
MRP resist rev – compounds reversing MRP-mediated drug resistance | H69AR cells + 2 uM doxorubicin, CellTiter-Glo, 72 h | differential viability (reversal), % at 10 µM | actives 0.04% (n = 85,000) | AID 602;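 active = viability drop by adding the cancer drug above about 55%, with treated viability meeting a 40% cutoff, limit read from the data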;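 also: viability without doxorubicin minus viability with 2 µM doxorubicin for each compound; larger differential means the compound sensitizes cells more to doxorubicin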
Bcl-B displacement – displacers of TR3 peptide from Bcl-B, primary screen, selectivity assay for Bfl-1 inhibitor project, biochemical, fluorescence polarization | FP displacement of FITC-TR3 peptide from Bcl-B; higher % means a stronger effect | displacement, % at 20 µM, or IC50 in µM where a hit was titrated | actives 0.11% (n = 96,000);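 active = displacement above 50% at 20 µM plus a fluorescence interference ratio under 1.5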;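 also: plate controls were wells without compound for no effect and wells lacking Bcl-B protein for full effect; a part of the inactive calls stands beside numbers as strong as those of hits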
NFkB transloc pot – enhances IL-1B driven NFkB nuclear translocation; HUVEC IL-1B NFkB p65 nuclear translocation imaging; actives 0.3% (n = 94,000); activation, % at 2 µM;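 active = activation above 40%, about the mean plus 3 SD, also judged a hit on visual image review; inconclusive = activation above 40% but not a hit on visual review; inactive = activation not above 40% and no visual hit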;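 also: percent activation is computed from the nuclear over cytoplasmic p65 intensity ratio; values of inactives mirror those of a sister screen read the other way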
IL1B NFkB inh – blocks IL-1B driven NFkB nuclear translocation in HUVEC cells; HUVEC IL-1B NFkB p65 nuclear translocation imaging; inhibition, % at 2 µM; actives 0.43% (n = 94,000); AID 796;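 active = inhibition above about 30% together with a positive call from visual inspection of the well image, limit read from the data; inconclusive = inhibition above a set limit but visual check negative; inactive = inhibition not above a set limit, visual check negative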;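 also: nuclear over cytoplasmic p65 intensity ratio measured by imaging; 0% = IL-1B stimulated DMSO wells and 100% = unstimulated DMSO wells; values of inactives mirror those of a sister screen read the other way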
PLAP inhibition – PLAP enzyme inhibitors, biochemical, luminescence, HTS (AID 690); purified PLAP, luminescent substrate; higher % means a stronger effect; inhibition, % at 20 µM; hits with a dose series show IC50 in µM; actives 0.08% (n = 96,000); in the data active = a potency from the dose series; inactive = the rest, 99 in 100 with inhibition below about 30%; also: strong numbers were not always called active
MRP resist rev cytotoxicity – also measured in MRP resist rev; calls as there; viability, %; H69AR cells, CellTiter-Glo, 72 h; measured here: cytotoxicity without doxorubicin
MRP resist rev with doxorubicin – further read-out of MRP resist rev, marked with its call; viability, %; measured here: viability with 2 uM doxorubicin; stronger effect = lower value
IL1B NFkB inh cell count 2 µM – also measured in IL1B NFkB inh; calls as there; cell count; measured here: cells passing quality filter;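 raw number of nuclei counted in each imaged well without normalization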
NFkB transloc pot cell count 2 µM – also measured in NFkB transloc pot; calls as there; cell count; measured here: cells passing quality filter
An asterisk follows results filed as active; u = inconclusive; x = not tested or not shown; & = joins results of further samples. Only part of the results is shown; the hit share may differ from the screen's.

Below each compound – IL1B NFkB inh cell count 2 µM, MRP resist rev cytotoxicity, Bcl-B displacement, PLAP inhibition, NFkB transloc pot, NFkB transloc pot cell count 2 µM, IL1B NFkB inh, MRP resist rev with doxorubicin, MRP resist rev
#1 Cc1ccc(CNC(=O)CN2CCCC(C)C2)cc1 (stereo unspecified)
 : 149, x, 0%, -5%, 7, 149, -7, x, x
#2 Cc1c(C(=O)N2CCCC2)sc(NC(=O)c2ccco2)c1C#N
 : 182, 88, x, x, 1, 182, -1, 83, 4
#3 C=CCNC(=O)NC(=O)COC(=O)c1cccnc1SC
 : 176, 86, -2%, 19%, 8, 176, -8, 82, 4
#4 CCOC(=O)C(C)Sc1cc(CS(=O)(=O)c2ccccc2)nc(-c2ccccc2)n1 (stereo unspecified)
 : 165, x, -4%, -17%, -1, 165, 1, x, x
#5 O=S(=O)(C=C(c1ccccc1)c1ccccc1)c1ccccc1
 : 134, x, -11%, -2%, 15, 134, -15, x, x
#6 O=C(O)c1ccc2cccc(Cl)c2c1O
 : 65, 94, 0%, -10%, -6, 65, 6, 87, 7
#7 CCN(CC)C(=O)Oc1ccc(Cl)c2ccccc12
 : 112, x, -1%, 13%, 5, 112, -5, x, x
#8 c1ccc(-c2nn3c(Cn4nnc5ccccc54)nnc3s2)cc1
 : 164, 90, 0%, 13%, -1, 164, 1, 90, 0
#9 O=C1c2ccccc2C(=O)N1CC1c2ccccc2CCN1C(=O)C1CCCCC1 (stereo unspecified)
 : x, 102, 4%, -40%, x, x, x, 104, -3
#10 Cn1nnnc1SCC(=O)Nc1cc(C(C)(C)C)nn1-c1ccccc1
 : 47, 89, -8%, 17%, 10, 47, -10, 88, 1
#11 Cc1cc(OC(=O)c2ccc(S(=O)(=O)N(C)C)cc2)cc(=O)o1
 : 80, 96, 0%, 7%, 14, 80, -14, 93, 3
#12 N#Cc1c(NC(=O)CSc2ncnc3c2cnn3-c2ccccc2Cl)sc2c1CCCC2
 : 100, 74, -9%, x, -1, 100, 1, 71, 4
#13 COc1ccc(-c2n[nH]c(=S)o2)c(OC)c1
 : 138, x, 1%, 19%, 11, 138, -11, x, x
#14 Cc1cc(O)c(C(C[N+](=O)[O-])c2ccc(Cl)cc2)c(=O)o1 (stereo unspecified)
 : 155, x, -7%, -57%, 25, 155, -25, x, x
#15 CCOc1ccc(NC(=O)N(CC(C)C)CC(C)C)cc1
 : 60, 92, 5%, 19%, 8, 60, -8, 94, -1
#16 O=C(c1ccc(Cl)cc1)c1cn[nH]c1-c1ccccc1O
 : 156, 108, 0%, -203%, -7, 156, 7, 100, 8
#17 O=c1c(Cc2ccccc2)c(O)nc2n1CCCS2
 : 176, 105, 0%, 5%, 14, 176, -14, 108, -3
#18 CCOc1ccc(-c2nnc(SCc3nnc(-c4ccccc4)o3)n2-c2ccccc2F)cc1
 : 123, 54, -4%, -12%, u, x, -44, 84, -30
#19 COc1ccc(NC(C)=O)cc1NC(=O)CN1CCN(S(=O)(=O)c2ccc(C(C)C)cc2)CC1
 : 134, 58, 3%, -18%, 4, 134, -4, 69, -12
#20 Cc1ccc(NC(=O)c2cc(-c3ccco3)on2)cc1C
 : 152, 102, -17%, -1%, -6, 152, 6, 104, -2
#21 CC1=Nc2ccccc2/C1=C/c1sc(=O)n(CC(=O)N2CCCC2)c1O
 : 123, x, -12%, -4%, -1, 123, 1, x, x
#22 O=C(Nc1cccc(Cl)c1Cl)c1ccncc1
 : 72, 99, -14%, 17%, -19, 72, 19, 86, 13
#23 COC(=O)C1=NN(c2ccccc2)C2(S1)S/C(=C\c1ccccc1)C(=O)N2c1ccccc1 (stereo unspecified)
 : 160, x, -20%, -44%, 24, 160, -24, x, x
#24 O=C(NCCc1ccccc1F)C(=O)Nc1nccs1
 : 127, x, 1%, 7%, 7, 127, -8, x, x
#25 CCCCCCCCC/C(=N\O)c1ccccn1
 : 160, 80, -2%, -30%, 13, 160, -13, 89, -9
#26 O=C1CC(c2cccc([N+](=O)[O-])c2)c2ccc3ccccc3c2N1 (stereo unspecified)
 : 160, x, -16%, 11%, 10, 160, -10, x, x
#27 COc1ccc(S(=O)(=O)N2CCC(N3CCN(c4ccccc4)CC3)CC2)cc1
 : 165, 78, -1%, -6%, 13, 165, -13, 94, -16
#28 CC(Sc1ccc2ccccc2n1)C(=O)O (stereo unspecified)
 : 89&175, 97, -10%&-6%, -1%&0%, 16&5, 89&175, -16&-5, 97, 0
#29 O=C1CC(c2ccc(F)cc2)Cc2nc(NCC3CCCO3)ncc21 (stereo unspecified)
 : 175*, 92, -8%, 1%, -48, 175, 48*, 89, 3
#30 CCn1cc(C2=NOC(C(=O)Nc3c(C)nn(Cc4ccc(F)cc4)c3C)C2)c(C)n1 (stereo unspecified)
 : x, 93, -3%, -25%, x, x, x, 89, 4

Among those listed so far, two have an NH in an aromatic ring:
Below each compound – IL1B NFkB inh cell count 2 µM, MRP resist rev cytotoxicity, Bcl-B displacement, PLAP inhibition, NFkB transloc pot, NFkB transloc pot cell count 2 µM, IL1B NFkB inh, MRP resist rev with doxorubicin, MRP resist rev
#13 COc1ccc(-c2n[nH]c(=S)o2)c(OC)c1
 : 138, x, 1%, 19%, 11, 138, -11, x, x
#16 O=C(c1ccc(Cl)cc1)c1cn[nH]c1-c1ccccc1O
 : 156, 108, 0%, -203%, -7, 156, 7, 100, 8

Further results:
Below each compound – IL1B NFkB inh cell count 2 µM, MRP resist rev cytotoxicity, Bcl-B displacement, PLAP inhibition, NFkB transloc pot, NFkB transloc pot cell count 2 µM, IL1B NFkB inh, MRP resist rev with doxorubicin, MRP resist rev
#31 CC1(C(=O)O)Cc2ccccc2C(=O)O1 (stereo unspecified)
 : 202, 98, -5%, 8%, 12, 202, -12, 85, 13
#32 Clc1ccccc1-c1nn2c(Cn3cnc4ccccc43)nnc2s1
 : 110, 90, 19%, -12%, u, x, -51, 78, 12
#33 CCOC(=O)C1CCCN(C2CC(=O)N(c3cccc(C(F)(F)F)c3)C2=O)C1 (stereo unspecified)
 : 177, x, 0%, -22%, 15, 177, -15, x, x
#34 CCSc1ccccc1C(=O)Nc1cc(C)on1
 : 62, 91, 0%, 5%, 8, 62, -8, 84, 7
#35 COC(=O)c1ccccc1S(=O)(=O)N(CCCO)Cc1cc2c(C)ccc(C)c2[nH]c1=O
 : 146, 73, 4%, -47%, -4, 146, 4, 69, 4
#36 COc1ccc(-c2ccc(SCC(=O)NCc3ccco3)nn2)cc1
 : 66, 88, -13%, 15%, -7, 66, 7, 84, 4
#37 O=C(CC12CC3CC(CC(C3)C1)C2)NCO
 : 128, 104, -2%, 5%, -7, 128, 7, 94, 10
#38 O=C(c1ccc(F)cc1)C1CCN(C(=O)N2CCOCC2)CC1
 : 112, 87, 2%, 3%, -4, 112, 4, 90, -3
#39 C#CCn1c(=NC(=O)c2ccc(Cl)s2)sc2cccc(OC)c21
 : 202, 1, -5%, -4%, 0, 202, 0, 2, -1
#40 CC(NC(=O)C1CCCN(S(=O)(=O)c2cnc[nH]2)C1)c1ccccc1 (stereo unspecified)
 : 159, 90, -3%, 13%, 0, 159, 0, 91, -1
#41 O=C(c1csc2c1CCCC2)N1CCN(c2ccccc2)CC1
 : 122, x, -13%, -19%, 7, 122, -7, x, x
#42 O=C(c1ccccc1)N(c1ccccc1)C1C=CS(=O)(=O)C1 (stereo unspecified)
 : 197, 99, -1%, -1%, 4, 197, -4, 111, -12
#43 COCCn1nnnc1C(c1cccs1)N1CCN(c2nc3ccccc3s2)CC1 (stereo unspecified)
 : 110, 82, -3%, -64%, u, x, -60, 72, 10
#44 Clc1cccc(Nc2c3c(nc4ncnn24)CCC3)c1
 : 105, 76, 3%, -97%, 2, 105, -2, 89, -13
#45 COC(=O)c1cn(NC(=O)c2ccncc2)c(=O)c2ccccc12
 : x, 93, -7%, -4%, x, x, x, 89, 4
#46 O=C(NC1CCCCC1)C1CCN(c2nnnn2-c2ccccc2)CC1
 : 188, 78, 1%, -79%, u, x, -41, 79, -1
#47 C=CCn1c(=O)/c(=C/c2ccc(F)cc2)s/c1=C(\C#N)c1nnc2n1CCCCC2
 : 216, 39, -41%, -29%, 7, 216, -7, 19, 20
#48 CCN(CCCNC(=O)CCn1c(=O)[nH]c2ccccc2c1=O)c1ccccc1
 : 202, 91, 2%, 4%, 0, 202, 0, 98, -7
#49 COc1ccc(N2CCN(Cc3nc(-c4ccc(Cl)cc4Cl)no3)CC2)cc1
 : 117, 98, x, x, 10, 117, -10, 88, 10
#50 O=c1c2ccc(Cl)cc2[nH]c(=S)n1Cc1cccnc1
 : 165, x, 1%, 21%, 12, 165, -12, x, x
#51 CC(C(=O)N1CCN(C=O)CC1)N1C(=O)c2ccccc2C1=O (stereo unspecified)
 : 87, 97, 9%, -14%, -7, 87, 7, 95, 2
#52 O=C(NC1CCN(Cc2ccccc2)CC1)C1CCCN(c2nnc(-n3cccc3)s2)C1 (stereo unspecified)
 : x, 75, 22%, -52%, x, x, x, 77, -2
#53 CCSc1cc(C2C(C#N)=C(N)OC(C)=C2C(=O)OC)c(C)o1 (stereo unspecified)
 : 168, 69, 13%, -34%, 5, 168, -5, 62, 7
#54 Cn1c(=O)cc(OCC(=O)Nc2ccccn2)c2ccccc21
 : 75, 96, 2%, 10%, 15, 75, -15, 98, -2
#55 CCn1c(NCc2cc(OC)ccc2OC)nc2ccccc21
 : 54, x, 3%, 6%, 6, 54, -6, x, x
#56 Cc1ccc(-c2noc(CCCN3C(=O)c4ccccc4C3=O)n2)cc1
 : 165, 100, 5%, 0%, 2, 165, -2, 102, -2
#57 Cc1ccc(S(=O)(=O)Oc2ccc(C)cc2/C=N/N=C2\NC(=O)C(C)S2)cc1 (stereo unspecified)
 : 153, 53, x, x, -4, 153, 4, 3, 50
#58 O=S(c1ccsc1)c1ccsc1
 : 151, 102, -1%, -12%, -6, 151, 6, 93, 9
#59 CN(C)c1ccc(NC(=O)Cn2ncn3c(cc4ccccc43)c2=O)cc1
 : 212, 105, 11%, -7%, 2, 212, -2, 92, 13
#60 CC1CCN(C(C(=O)Nc2ccc3c(c2)OCO3)c2ccccc2)CC1 (stereo unspecified)
 : 164, 98, 8%, -122%, -7, 164, 7, 85, 14

The closing 2 compounds of the section above come first, to join the parts:
Below each compound – IL1B NFkB inh cell count 2 µM, MRP resist rev cytotoxicity, Bcl-B displacement, PLAP inhibition, NFkB transloc pot, NFkB transloc pot cell count 2 µM, IL1B NFkB inh, MRP resist rev with doxorubicin, MRP resist rev
#59 CN(C)c1ccc(NC(=O)Cn2ncn3c(cc4ccccc43)c2=O)cc1
 : 212, 105, 11%, -7%, 2, 212, -2, 92, 13
#60 CC1CCN(C(C(=O)Nc2ccc3c(c2)OCO3)c2ccccc2)CC1 (stereo unspecified)
 : 164, 98, 8%, -122%, -7, 164, 7, 85, 14
#61 CCn1c(CSCc2ccc(C)cc2)nnc1SCC(=O)NCc1ccccc1
 : 171, x, 0%, -32%, -12, 171, 12, x, x
#62 O=C(NCCCn1ccnc1)C(Cc1ccc([N+](=O)[O-])cc1)N1C(=O)c2ccccc2C1=O (stereo unspecified)
 : 58, 95, x, x, 7, 58, -7, 87, 8
#63 CC(C)Sc1n[nH]c2nc3c(c(=O)n12)C1(CCCC1)Cc1ccccc1-3
 : 121, x, -11%, -1%, -11, 121, 12, x, x
#64 CCCCOC(=O)Cn1c(=O)oc2ccc(C)cc21
 : 62, 96, 2%, 7%, -6, 62, 6, 93, 3
#65 Cc1ccc2cccc(NC(=S)NC(=O)c3ccnn3C)c2n1
 : 85, 78, x, x, -10, 85, 10, 65, 14
#66 CCN(CC)C(=O)C1=C(C)NC(=O)NC1c1c(F)cccc1Cl (stereo unspecified)
 : 100, 98, -2%, -12%, -2, 100, 2, 92, 6
#67 O=C(OCn1ncc(Cl)c(Cl)c1=O)c1ccc(F)cc1
 : 83*, x, -3%, 10%, -93, 83, 93*, x, x
